Bioassay records (PubChem BioAssay)
PAX8 inh HTS: inhibitors of PAX8-driven TPO luciferase reporter, primary screen, RMG-I cells, single concentration. SteadyGlo, 24 h. inhibition, % at 12.6 µM. hit rate 1.2% among 360,000;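 active = mean replicate inhibition at least 60% with every replicate also reaching 60%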;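 also: luciferase light reporting Pax8 driven TPO promoter activity; plate controls were median of neutral control wells for no effect and mitoxantrone controls for full effect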
Casp6 inh: human caspase-6 inhibitors, primary screen, biochemical, VEID-R110 fluorescence, single point, set 2; P55212; purified caspase-6, Z-VEID-R110 cleavage fluorescence; inhibition, % at 12.5 µM; hit rate 0.53% among 350,000; AID 686996, 2013;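 active = mean inhibition across replicates at least about 35%, with every replicate also reaching that limit, limit read from the data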;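 also: 0% = median of neutral control wells and 100% = no fluorescence left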
Target sequence (P55212 24-179 limits assumed): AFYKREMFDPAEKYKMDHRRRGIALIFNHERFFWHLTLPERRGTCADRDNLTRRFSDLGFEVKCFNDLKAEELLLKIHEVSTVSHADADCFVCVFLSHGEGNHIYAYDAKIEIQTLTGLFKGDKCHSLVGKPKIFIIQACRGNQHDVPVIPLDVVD
Target sequence (P55212 194-293 limits assumed): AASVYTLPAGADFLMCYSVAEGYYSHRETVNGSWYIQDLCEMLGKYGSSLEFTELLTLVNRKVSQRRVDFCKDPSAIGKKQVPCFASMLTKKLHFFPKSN
miR-122 sensor: miR-122 Renilla sensor signal increase in Huh7, primary screen, miR-122 inhibitor project, cell-based, single point, plate reader; Huh7 miR-122 Renilla luciferase sensor, 48 h; neutral wells = 0, positive control = 100; activation (reporter increase), % at 12.5 µM; hit rate 0.3% among 340,000; AID 602342, 2012;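 active = mean replicate activation score at least 90 and every replicate individually at or above 90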;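 also: higher luciferase means less miR-122 activity so hits act as miR-122 inhibitors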
PGC1a acetyl inh: inhibitors of PGC1a acetylation signal, primary screen, cell-based, U2OS, AlphaScreen, inhibitor mode. AlphaScreen anti-acetyl-lysine; with virally co-expressed GCN5 acetyltransferase. inhibition, % at 15.6 µM. hit rate 0.17% among 350,000;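 active = every replicate shows inhibition of at least 40%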;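 also: 0% = neutral control wells and 100% = positive control wells; some results beyond the cut were filed as inactive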
Cneo AK release: Cryptococcus neoformans cell lysis inducers, primary screen, AK release luminescence, single concentration; C. neoformans lysis, adenylate kinase release luminescence, 4 h; normalised: neutral wells 0, clomiphene wells 100; lysis activity, % at 15 µM; hit rate 0.2% among 360,000;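 active = mean lysis activity across replicates of at least 80%, whatever share of replicates individually reach that level; inactive = mean lysis activity below 80%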
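Assay system: Cryptococcus neoformans yeast cells / Dosing: single-point compound dose / Timing: 4 h at 37 °C static, read 1 h later / Measured by: luminescence of released adenylate kinase using an AK detection reagent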
LGR2 antag: inhibitors of bursicon-induced LGR2 CRE-luciferase signal, primary screen, cell-based, HEK293, CRE-luciferase reporter, bursicon stimulation. AID 720647, 2013. hit rate 0.35% among 380,000. bursicon-stimulated, 4 h. inhibition, % at 9.99 µM. Drosophila bursicon receptor LGR2 (rickets);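 active = drop in luminescence signal, shown as inhibition above about 50% in the replicate tests, limit read from the data, passing the limit was not always enough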;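 also: agonist challenge used bursicon conditioned medium at about half maximal strength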
FN deposit inh: inhibitors of fibronectin matrix deposition, primary screen, AH1F cells, Alexa488-fibronectin fluorescence, plate reader. hit rate 0.086% among 350,000. inhibition, % at 12.6 µM. AH1F fibroblasts, overnight. AID 743247, 2014;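 active = mean inhibition across replicates of 30% or more, regardless of how many single replicates reach that level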;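 also: positive control wells lacked labelled fibronectin entirely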
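test system = AH1F fibroblasts assembling fluorescent fibronectin matrix | quantity = 10000 AH1F cells per well | buffer or medium = DMEM plus 2% serum, read in PBS | doses = single dose, pinned | incubation = 1 h cell attachment, overnight exposure to compound and label | detection = fluorescence at 485 nm excitation, 525 nm emission | read-out basis = inhibition from reduced deposited-fibronectin fluorescence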
EWS-Fli block: EWS/Fli-driven NR0B1 reporter inhibitors, primary screen, A673 cells, NR0B1 luciferase, luminescence, MLPCN library. viability-normalised. inhibition, % at 12.6 µM. AID 651661, 2012. hit rate 0.67% among 350,000;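 active = mean inhibition of at least 50% after viability correction, with every replicate also passing that limit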;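 also: firefly luciferase signal divided by Alamar Blue viability fluorescence both relative to DMSO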
* = called active by the depositor; . = no result given; [ ] = dose if it differs, or a comment.

SMILES	PAX8 inh HTS	Casp6 inh	miR-122 sensor	PGC1a acetyl inh	Cneo AK release	LGR2 antag	FN deposit inh	EWS-Fli block
O=C(CN1CCN(Cc2ccccc2)CC1)N/N=C/C=C/c1ccccc1[N+](=O)[O-]	5	1	.	.	.	-12	-6	-12
Cc1ccc(NC(=O)c2ccc3nc[nH]c3c2)cc1C	-101	6	4	-8	-4	-63	6	-54
CCOC(=O)CC1COc2ccccc2N1C(=O)c1ccc(C)cc1 (configuration not stated)	19	.	39	-12	1	.	7	.
CC(C)CC#Cc1cnc2c(c1)C(=O)N([C@H](C)CO)C[C@H](C)[C@@H](CN(C)Cc1ccc(C(=O)O)cc1)O2	.	1	-2[16.7 µM]	10	3	-10	.	-2
COc1ccc2[nH]c(C(=O)O)c(CCNC(=O)/C=C/c3ccc(O)c(OC)c3)c2c1	10	.	.	.	3	13	-1	5
CN(C)C(CNC(=O)c1cccc(NS(=O)(=O)c2ccc(Br)cc2)c1)c1ccco1 (configuration not stated)	2	4	2	.	-1	-6	2	5
CN1CCN(C(=O)C[C@H]2CC[C@@H]3[C@H](COc4ccc(NC(=O)c5ccc(F)c(F)c5)cc4C(=O)N3C)O2)CC1	-3	1	-5[16.7 µM]	4	-1	2	.	1
CC(C)CCN1CC(O)=C(c2nc3ccccc3[nH]2)C1=N	.	.	-5	-3	-2	.	7	.
CCOc1ccccc1NC(=O)Cn1nnc(C(=O)NCc2ccc3c(c2)OCO3)c1N	16	3	35	-12	-1	10	15	47
O=C(N[C@@H]1CC[C@@H](CC(=O)N2CCc3ccccc3C2)O[C@H]1CO)C1CC1	-6	-3	.	-6	-4	-4	-7	3
N#Cc1ccccc1NC(=S)NC(=O)c1cccnc1	-2	-2	0	1	0	2	3	-8
O=C(COC(=O)C12CC3CC(CC(Cl)(C3)C1)C2)N1CCCCC1	-11	-2	15	3	-12	-3	-10	7
CC(C)(C)OC(=O)NCCCCCc1cn(CC(=O)NCCCCCCCCCCC(=O)N2CCN(C(=O)OC(C)(C)C)CC2)nn1	-3	.	.	.	4	.	-2	24
Cc1ccc(S(=O)(=O)N2CCN(CC(=O)N3CCOCC3)CC2)cc1	-3	-2	0	0	0	31	5	6
COc1ccc(CN(C)C[C@H]2Oc3ccc(NS(=O)(=O)c4ccc(OC)cc4)cc3CC(=O)N([C@@H](C)CO)C[C@@H]2C)cc1	.	.	-9[16.7 µM]	-5	-2	-4	.	8
C/C(=N\NC(=O)CN(c1ccc(Oc2ccccc2)cc1)S(C)(=O)=O)C(C)(C)C	2	-2	.	.	.	-15	-7	-5
COc1ccc(-c2noc(C(C)NS(=O)(=O)c3ccc(NC(C)=O)cc3)n2)cc1 (configuration not stated)	13	-7	-1	.	2	-17	-4	2
CS(=O)(=O)Nc1ccc2c(c1)[C@H]1C[C@@H](CC(=O)NCc3ccccc3)O[C@@H](CO)[C@H]1O2	7	0	-10[16.7 µM]	4	42	-8	8	2
COc1ccccc1/C=N/NC(=O)CC(=O)NC1CCCCC1	-6	0	.	.	.	39	3	-3
Brc1ccc(Oc2ncc(CN3CCN(c4ccccc4)CC3)s2)cc1	-2	.	-8	6	0	.	4	.
Cc1ccccc1OCC(=O)NCC(c1cccs1)N1CCOCC1 (configuration not stated)	18	2	1	.	-1	2	1	-1
Cc1nn(C)cc1/C=N\NC(=O)c1ccc(Cn2cc(Cl)cn2)cc1	35	1	.	.	.	-2	0	8
C[C@@H]1CN([C@@H](C)CO)C(=O)c2cc(NC(=O)Cc3ccccc3)ccc2O[C@H]1CN(C)Cc1ccccc1	1	1	3[16.7 µM]	.	-57	-2	.	2
O=C(N/N=C/c1ccccn1)c1c[nH]c2ccccc12	-110	-1	.	.	.	-60	-5	-48
FC(F)(F)c1ccc(-n2cnc3ccccc32)nc1	-26	-2	.	.	9	0	-1	-44
CCc1nc(SCc2ccc([N+](=O)[O-])cc2)n[nH]1	-17	-2	-6	-8	0	-16	6	11
O=C(C[C@@H]1CC[C@H]2[C@@H](COC[C@H](O)CN2Cc2nccs2)O1)NCc1ccc(F)cc1	2	3	-2[16.7 µM]	3	1	16	-6	-2
Cn1nc(-c2ccc(C(=O)NC3CCCCC3)cc2)c2ccccc2c1=O	-2	0	-2	.	3	-13	4	1
CCc1noc(C)c1C(=O)NNC(=O)COc1ccc(Br)cc1	-9	-4	2	.	0	8	-7	.
O=C(Cc1ccccc1)N1CC(=O)N2[C@H](C1)[C@H](c1ccc(Br)cc1)[C@@H]2CO	.	0	.	11	.	-1	.	-15
CC(C)NC(=O)N(C)C[C@H]1Oc2ccc(NS(=O)(=O)c3ccc(Cl)cc3)cc2CC(=O)N([C@H](C)CO)C[C@H]1C	-8	2	-1[16.7 µM]	-4	-2	-3	.	3
c1ccc(CSc2nnc(Cc3ccccc3)o2)cc1	-84	1	.	.	.	-78	.	-54
CCOc1ccc(CN2CCN(Cc3cnc(N4CCOCC4)s3)CC2CCO)cc1 (configuration not stated)	28	1	3	2	0	2	-5	1
CC(=O)N1CCN(Cc2nc3cc(NC(=O)c4cccs4)ccc3n2C)CC1	-2	0	-4	11	-1	12	-2	0
O=C(CSc1nnc(-c2cccnc2)n1Cc1ccco1)c1ccc2ccccc2c1	16	.	4	.	1	.	-7	.
c1cncc(CNc2ncnc3sc4c(c23)CCC4)c1	-14	2	11	24	.	.	-8	0
CCC(=O)Nc1ccc(S(=O)(=O)NC[C@H]2O[C@@H](n3cnc4c(=O)[nH]c(N)nc43)[C@H](O)[C@@H]2O)cc1	7	3	8	15	1	-3	12	6
CCC(C)(C)NC(=O)/C=C/c1cnc2ccccc2n1	-98	3	.	.	.	-44	8	-33
Clc1ccc(-c2nn3cnnc3s2)c(Cl)c1	.	.	-1	-1	7	.	9	.
CCCc1c(C)nc2ccc(OC)cc2c1SCCC(=O)O	21	.	-5	-5	1	-18	-2	.

Among those listed so far, these contain a thiophene ring, fused or not:
SMILES	PAX8 inh HTS	Casp6 inh	miR-122 sensor	PGC1a acetyl inh	Cneo AK release	LGR2 antag	FN deposit inh	EWS-Fli block
Cc1ccccc1OCC(=O)NCC(c1cccs1)N1CCOCC1 (configuration not stated)	18	2	1	.	-1	2	1	-1
CC(=O)N1CCN(Cc2nc3cc(NC(=O)c4cccs4)ccc3n2C)CC1	-2	0	-4	11	-1	12	-2	0
c1cncc(CNc2ncnc3sc4c(c23)CCC4)c1	-14	2	11	24	.	.	-8	0

Next entries:
SMILES	PAX8 inh HTS	Casp6 inh	miR-122 sensor	PGC1a acetyl inh	Cneo AK release	LGR2 antag	FN deposit inh	EWS-Fli block
COc1cccc(Cn2nnc(C(=O)NCc3ccc4c(c3)OCO4)c2N)c1	-23	1	.	-2	.	11	4	14
CC(C)(C)OC(=O)CC[C@]12N=C(c3ccc(OCCCO)cc3)O[C@H]1c1ccccc1CN(C(=O)c1ccccc1)C2=O	33	2	.	-15	-14	.	.	0
O=C(Nc1ccc(NC(=O)C2CC2)nc1)c1ccncc1	.	1	-1	4	-1	9	.	.
COC(=O)c1ccc(Nc2cc(C)nc3nc(C)nn23)cc1	-14	2	-4	.	0	11	3	3
CC(C)CC(C(=O)O)N1C(=O)[C@@H]2[C@H](C1=O)[C@@H]1C[C@H]2C(Br)C1Br (some centres not stated)	27	-4	.	.	.	-6	6	1
O=C(CCCCC(=O)NNC(=O)COc1ccccc1)NNC(=O)COc1ccccc1	3	-3	-2	.	0	8	-4	4
CCCCN(C)CCNC(=O)CCn1nc(-c2ccc(C)cc2)ccc1=O	-6	-11	-9	11	-4	2	0	-1
Cc1ccc(C)c(OCCC(=O)OCC(=O)NC2CCCC2)c1	-5	-3	2	2	-1	13	-11	-11
CC1=C(C(=O)N2CCOCC2)CC(CC(=O)NCCN2CCOCC2)C(=O)N1Cc1ccc(C(C)(C)C)cc1 (configuration not stated)	-4	0	-1	9	1	-4	.	6
O=S(=O)(NCc1ccccc1)c1ccccc1NCc1ccc(Cl)cc1	4	1	57	1	1	-2	8	0

Record cards (already shown). Screens in order: PAX8 inh HTS, Casp6 inh, miR-122 sensor, PGC1a acetyl inh, Cneo AK release, LGR2 antag, FN deposit inh, EWS-Fli block
Cc1ccc(C)c(OCCC(=O)OCC(=O)NC2CCCC2)c1 across the screens: -5, -3, 2, 2, -1, 13, -11, -11
O=S(=O)(NCc1ccccc1)c1ccccc1NCc1ccc(Cl)cc1 across the screens: 4, 1, 57, 1, 1, -2, 8, 0

More records follow:
SMILES	PAX8 inh HTS	Casp6 inh	miR-122 sensor	PGC1a acetyl inh	Cneo AK release	LGR2 antag	FN deposit inh	EWS-Fli block
COc1ccc(NC(=O)Nc2ccc3c(c2)CC(=O)N([C@@H](C)CO)C[C@@H](C)[C@H](CN(C)S(C)(=O)=O)O3)cc1	0	2	.	-5	.	19	.	.
O=C(CCC(=O)N1CCN(S(=O)(=O)c2ccc(Cl)cc2)CC1)NCc1cccc(C(F)(F)F)c1	30	2	-1	2	0	30	0	4
C[C@@H]1CN([C@@H](C)CO)S(=O)(=O)c2ccc(C#CC3CC3)cc2O[C@H]1CN(C)C	.	2	0[16.7 µM]	-8	1	12	.	3
CCOC(=O)C(=CNc1cc(C(F)(F)F)ccc1N1CCOCC1)C(=O)OCC	-2	0	-8	-10	-5	9	3	15
COc1ccc(CN(C)Cc2c(O)ccc3ccccc23)cc1	6	5	-1	-16	-1	-2	6	12
Cc1csc(NC(=O)C2CCCO2)n1 (configuration not stated)	16	.	-7	-4	0	.	21	.
Cc1cc(C(=O)COc2ccc(Cl)cc2Br)c(C)n1C	-37	-2	.	-8	.	-26	-9	-47
COc1ccccc1CC(NC(C)=O)C(=O)NC1CCN(C(=O)Nc2cccc(F)c2)CC1 (configuration not stated)	14	1	-5	25	3	-3	-9	1
COc1ccc(OC)c(CCNC(=O)CC2(CC3=NS(=O)(=O)c4ccccc4N3)CCCC2)c1	4	1	5	4	0	-2	-4	19
CC1CCCN(C(=O)COC(=O)c2cc(-c3cccs3)nn2-c2ccccc2)C1 (configuration not stated)	-5	0	4	9	0	4	-2	-12
COc1ccc(Cl)cc1NC(=O)CN(C)C(=O)/C=C/c1ccco1	10	1	.	.	-2	-11	-3	-2
C/C(=N/NC(=O)c1nnn(-c2nonc2N)c1-c1ccccc1)c1ccc2c(c1)OCO2	-9	2	-5	-5	2	4	15	-11
COc1cnn(-c2ccccc2)c(=O)c1SCc1ccc(Cl)c(Cl)c1	.	.	-10	-1	2	10	2	.
COC(=O)Cc1coc2cc(OC)ccc12	-4	0	0	5	-1	-2	3	2
Cc1cc(C(=O)COC(=O)c2nccnc2N)c(C)n1C	-63	1	-8	9	-1	35	.	-33
CC(C)NC(=O)N(C)C[C@H]1OCCCC[C@@H](C)Oc2ccc(N(C)C)cc2C(=O)N([C@@H](C)CO)C[C@H]1C	2	-2	-1[16.7 µM]	-1	0	17	-9	.
Cc1ccc(C)n1NC(=O)c1ccccc1[N+](=O)[O-]	-7	0	-8	-4	.	-5	-28	-7
COc1ccc(C(=O)NC(CCSC)C(=O)NC2CC2)cc1 (configuration not stated)	3	-1	.	.	-1	2	-6	4
Nn1c(=O)[nH]c2ccccc2c1=O	.	-2	2	-3	1	-13	.	-2
COc1ccccc1NC(=O)Nc1ccc2c(c1)C(=O)N(C)C[C@H](OC)[C@@H](C)CN(C)[C@H](C)CO2	-4	.	.	11	-2	11	1	5
